PAFAH1B3 inh – PAFAH1B3 (human) inhibition | Q15102 | recombinant PAFAH1B3, FP-rhodamine probe, fluorescence polarization | inhibition, % at 3.39 µM | hit rate 0.28% among 340,000;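 active = inhibition above the screen-wide average of all tested compounds plus 3 SD, cut at about 25% in these data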;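 note: 0% = enzyme with DMSO only and 100% = wells lacking PAFAH1B3 protein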
PAFAH2 inh – inhibitors of human PAFAH2; recombinant PAFAH2, FP-rhodamine activity probe, fluorescence polarization; inhibition, % at 3.39 µM; hit rate 0.99% among 340,000; AID 492956;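 active = inhibition above the mean over all tested compounds plus 3 SD, cut at about 30% in these data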;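 note: inhibitors block probe labeling of enzyme so polarization drops; 0% = enzyme with DMSO and 100% = wells lacking PAFAH2 protein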
PREPL inhibitor – inhibits the human prolyl oligopeptidase-like enzyme; recombinant PREPL, fluorescence polarization activity-based probe; AID 2751; hit rate 0.68% among 320,000; inhibition, % at 5.96 µM; in the data active = inhibition above about 43%;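 note: 0% = enzyme with DMSO and 100% = wells lacking enzyme; many of its hits are not listed in these tables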
PAFAH1B2 inh – blocks human PAF acetylhydrolase 1b catalytic subunit 2; inhibition, % at 3.39 µM; recombinant PAFAH1B2, FP-rhodamine activity probe, fluorescence polarization; hit rate 1.2% among 340,000;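 active = inhibition above the mean of all tested compounds plus 3 SD, cut at about 24% in these data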;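 note: 0% = enzyme with DMSO and 100% = wells lacking PAFAH1B2; many of its hits are not listed in these tables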
Target sequence (P68402 whole entry, looked up): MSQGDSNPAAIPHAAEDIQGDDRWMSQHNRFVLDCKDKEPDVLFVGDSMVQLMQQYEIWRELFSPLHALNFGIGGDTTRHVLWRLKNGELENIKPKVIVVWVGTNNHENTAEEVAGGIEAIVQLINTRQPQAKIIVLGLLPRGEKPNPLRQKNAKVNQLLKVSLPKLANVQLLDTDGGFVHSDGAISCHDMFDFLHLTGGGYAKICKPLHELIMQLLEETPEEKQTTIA
GSTO1 inh – GSTO1 inhibition, counter-screen for RBBP9 inhibitors; P78417; recombinant GSTO1, activity-based probe fluorescence polarization; inhibition, % at 5.96 µM; hit rate 1.1% among 300,000;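 active = inhibition above the campaign mean inhibition plus 3 SD, cut at about 35% in these data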;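 note: 0% = GSTO1-1 with DMSO and 100% = wells lacking GSTO1-1 enzyme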
Target sequence (P78417 whole entry, looked up): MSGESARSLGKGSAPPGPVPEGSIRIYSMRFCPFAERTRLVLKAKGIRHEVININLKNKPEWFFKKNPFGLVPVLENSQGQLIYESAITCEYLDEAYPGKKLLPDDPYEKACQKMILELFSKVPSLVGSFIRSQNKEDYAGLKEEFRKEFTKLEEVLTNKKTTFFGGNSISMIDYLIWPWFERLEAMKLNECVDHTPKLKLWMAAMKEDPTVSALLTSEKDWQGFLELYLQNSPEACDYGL
pPAFAH FP inh – inhibitors of human plasma PAF acetylhydrolase (pPAFAH); Q13093; recombinant pPAFAH, FP-rhodamine probe fluorescence polarization; inhibition, % at 3.39 µM; hit rate 1.5% among 330,000;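 active = inhibition above the mean inhibition across the screen plus 3 SD, cut at about 25% in these data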;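 note: inhibitors block binding of the rhodamine activity-based probe so polarization drops; 0% = enzyme with DMSO and 100% = wells lacking pPAFAH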
Target sequence (Q13093 whole entry, looked up): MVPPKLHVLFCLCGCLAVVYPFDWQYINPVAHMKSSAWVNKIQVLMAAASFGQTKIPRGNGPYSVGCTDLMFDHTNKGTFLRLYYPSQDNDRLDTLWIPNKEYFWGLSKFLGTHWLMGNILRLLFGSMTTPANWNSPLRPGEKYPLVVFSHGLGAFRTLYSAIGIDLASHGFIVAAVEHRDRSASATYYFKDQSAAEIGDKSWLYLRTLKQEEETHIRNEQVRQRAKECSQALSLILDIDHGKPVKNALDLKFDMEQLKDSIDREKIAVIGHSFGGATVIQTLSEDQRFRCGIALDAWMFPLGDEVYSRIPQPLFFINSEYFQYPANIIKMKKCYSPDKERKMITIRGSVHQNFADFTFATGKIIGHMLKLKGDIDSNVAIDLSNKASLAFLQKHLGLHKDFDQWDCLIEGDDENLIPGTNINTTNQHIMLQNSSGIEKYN
PAD4 FP inh – inhibitors of human PAD4. Q9UM07. recombinant PAD4, RCA probe fluorescence polarization. inhibition, % at 6.36 µM. hit rate 0.41% among 330,000. AID 485272;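 active = percent inhibition above a cutoff equal to the mean of all tested compounds plus 3 SD, cut at about 15% in these data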;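 note: 0% = PAD4 with RCA probe and DMSO and 100% = probe without PAD4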
LYPLA2 counter – LYPLA2 (human) inhibition in PME1 counter-screen; O95372; recombinant LYPLA2, FP-Rh probe fluorescence polarization; inhibition, % at 5.9 µM; hit rate 0.38% among 320,000;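 active = inhibition above the screen-wide mean plus 3 SD, limit set per campaign, cut at about 26% in these data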;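 note: 0% = LYPLA2 with DMSO and 100% = wells lacking LYPLA2 enzyme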
LYPLA1 counter – counter-screen for PME1 inhibitors: inhibitors of human LYPLA1; O75608; recombinant LYPLA1, FP-Rh probe fluorescence polarization; inhibition, % at 5.9 µM; hit rate 0.16% among 320,000; AID 2174;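 active = inhibition above the mean of all tested compounds plus 3 SD, set per campaign, cut at about 14% in these data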;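 note: inhibitors block serine hydrolase probe labeling of LYPLA1 so polarization falls; 0% = enzyme with DMSO and 100% = wells lacking LYPLA1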
An asterisk follows results filed as active; · = no result given. These rows are one share of the data; rates above refer to the full screens.

SMILES	PAFAH1B3 inh	PAFAH2 inh	PREPL inhibitor	PAFAH1B2 inh	GSTO1 inh	pPAFAH FP inh	PAD4 FP inh	LYPLA2 counter	LYPLA1 counter
CC(=O)Nc1nc(C)c(-c2csc(Nc3ccc(O)cc3)n2)s1	12	1	42	2	25	24	-1	11	2
CC(=O)N(CC(=O)Nc1nn(-c2ccccc2)nc1C(N)=O)Cc1ccccc1	6	14	-1	3	2	-1	-1	2	2
Nc1nonc1C(=O)NCCNCc1cc(Br)ccc1OCc1ccccc1F	5	-54	-8	4	-3	-1	1	5	-1
CCCC(=O)c1ccc(N2CCN(C(=O)c3ccccc3)CC2)c(F)c1	-1	-9	-1	1	0	5	-1	16	4
CC(=C1C(=O)c2ccccc2C1=O)N1CCN(c2ccccn2)CC1	5	4	6	2	0	1	-4	2	-1
CCOC(=O)C1=C(O)C(=O)N(Cc2ccccc2)CC1	-2	-5	0	2	8	3	3	-1	2
Cc1ccc2c(c1)C(=O)CCCCC(=O)N2	3	4	-12	2	9	6	0	1	-2
O=C(NCC1CCCO1)C1CCN(C2CCN(C3CCCCCC3)CC2)CC1 (configuration not stated)	3	2	5	3	5	1	-2	7	3
CCOC(=O)C1=C(CN2CCN(C(=O)c3ccco3)CC2)NC(=O)NC1c1ccccc1 (configuration not stated)	9	9	4	2	-4	3	1	2	1
CSc1ccc(Cl)c(C(=O)OCC(=O)N2CCNC2=O)c1	7	-4	5	4	·	4	-10	1	-4
Cc1ncc(CC(=O)n2cc(C(=O)c3cc(F)ccc3O)cn2)s1	7	-6	5	2	1	7	-1	3	0
Cn1c(N)c(C(=O)COC(=O)Cc2ccc(Br)cc2)c(=O)n(C)c1=O	3	-8	13	5	·	-3	2	·	·
COc1ccccc1/C=N/NC(=O)c1sc(C)nc1C	8	-1	-4	-2	1	1	-6	-3	0
O=S(=O)(c1ccccc1Br)N(Cc1ccccc1)CC(O)COCc1ccccc1 (configuration not stated)	2	3	·	6	·	-2	0	·	·
CCOc1nc(N2CCOCC2)nc(C)c1[N+](=O)[O-]	6	1	-10	3	1	0	-1	-5	3
COc1ccc(NC(=O)CCn2c(=S)[nH]c3ccccc3c2=O)cc1OC	1	0	-3	2	-2	1	-1	-4	1
CCN(CC(=O)Nc1c(F)cccc1F)C(=O)c1nc2nccc(C)n2n1	-5	-2	-1	0	·	-2	6	-2	0
CC1=C2C(=O)OC(c3ccoc3)C2(C)CCC1 (configuration not stated)	6	3	4	5	0	-2	-3	-2	-1
Cc1ccc(OCCNC(=O)/C=C/c2ccc([N+](=O)[O-])cc2)cc1C	0	-10	26	-5	0	5	-5	6	1
Cc1ccc(S(=O)(=O)N2CCCC2)cc1S(=O)(=O)N1CCCC1	1	-3	0	4	5	2	-4	-1	4
CC1=C(C(=O)Nc2cc(C)ccc2C)C(c2cccs2)NC(=S)N1 (configuration not stated)	7	-4	-4	0	3	4	-2	-2	1
O=C(CCn1nc(-c2ccccc2)ccc1=O)NCCCN1CCCCCC1	5	-1	18	1	7	-1	-5	-4	0
CCOC(=O)c1cccc(NC(=O)CS(=O)(=O)Cc2nc(-c3cccc(OC)c3)oc2C)c1	0	7	-28	-2	-6	1	0	8	-6
O=C(NNC(=O)c1csc(-c2cccnc2)n1)Nc1ccc(Cl)cc1	7	-2	1	-3	-1	-1	4	2	-2
O=C(COc1ccc(S(=O)(=O)NC2CCCCC2)cc1)NC1CCCC1	4	6	0	6	5	14	-5	-9	-4
CCOC(=O)c1ccc(NCc2cccnc2)cc1	6	1	-12	-1	2	5	-4	10	1
Cc1ccccc1NC1=NC(=S)N(CC(N)=O)C12CCOC(C)(C)C2 (configuration not stated)	-8	1	-5	1	11	7	-1	-2	0
CCCC[C@@]1(C2CCCC2)Cc2cc(OCC(=O)O)c(Cl)c(Cl)c2C1=O	7	-8	8	10	-11	6	3	0	0
CN(C)C(CNc1ncnc2sccc12)c1ccccc1 (configuration not stated)	9	-2	2	1	-3	3	-1	-2	1
Cc1ccc(C)c(-n2cc(CN3CCN(C(=O)c4ncn[nH]4)CC3)c(-c3ccccc3)n2)c1	-5	-3	3	2	2	4	-5	-4	-2
NC(=O)C1CCCN(C(=O)CCC(=O)c2cccs2)C1 (configuration not stated)	16	-2	18	4	·	2	1	·	·
Cc1cccc(C)c1NC(=O)COC(=O)c1cc[n+]([O-])cc1	3	-4	2	6	-1	3	2	4	0
CC(C)(C)c1ccc(S(=O)(=O)N2CCN(C(=O)C3CCC3)CC2)cc1	4	1	-1	3	-8	0	1	-3	-4
CCCNC(=O)c1ccc2c(=O)c(O)c(-c3ccsc3)[nH]c2c1	38*	-16	5	27*	9	15	2	-10	-13
CC(=O)Nc1ccc(Oc2cc(N)cc([N+](=O)[O-])c2)cc1	6	3	2	9	5	3	4	12	2
CCN1CCN(c2ccc(NC(=O)Cc3ccccc3)cc2)CC1	-1	-4	16	7	-2	4	-7	1	0
O=C(NC(=S)Nc1ccc(S(=O)(=O)N2CCCCC2)cc1)c1ccccc1	2	3	11	-4	3	-4	1	-7	-6
CC(C)(C)c1[nH]nc2c1C(C1C=CCCC1)C(C#N)=C(N)O2 (configuration not stated)	-3	7	20	27*	0	-3	4	25	0
CCN(CC)S(=O)(=O)c1ccc(N2CCN(S(=O)(=O)c3ccc4c(c3)OCCO4)CC2)nc1	0	5	-1	0	6	6	4	-2	2
O=C(C1CCN(S(=O)(=O)c2ccc(Br)s2)CC1)N1CCN(C2CCCCC2)CC1	-4	1	14	12	0	2	-3	4	-2
CCOc1ccc(-n2cnc3c(=O)[nH]c(N)nc32)cc1	2	5	-1	3	8	1	-6	-4	-1
COc1ccc(N2C(=O)C(O)C2c2ccc(C)cc2)cc1 (configuration not stated)	4	3	-2	-2	0	-1	-1	-2	-1
COc1ccc(CNC(=O)C2CCC(CNC(=O)[C@@H]3Cc4ccccc4CN3)CC2)cc1 (some centres not stated)	2	-3	-35	2	2	-2	-4	4	-1
COc1ccc(OC)c(S(=O)(=O)Nc2c(C)nn(C)c2C)c1	1	2	-2	0	·	2	-1	-1	-1
C=CCN1CC(c2nc3ccccc3n2Cc2cccc3ccccc23)CC1=O (configuration not stated)	4	1	12	4	-1	6	1	1	2
Cc1cc(C)n2[nH]c(=O)c(N=Nc3cccc(C(F)(F)F)c3)c2n1	-6	10	9	4	27	-7	-13	-4	0
Cc1ccc(S(=O)(=O)N(C)CC(=O)Nc2cccc(C)n2)cc1	-3	-12	-18	1	0	-1	-1	2	3
Cn1c(NCc2ccccc2)cc(=O)n(C)c1=O	0	-6	2	-3	18	-9	-4	1	-4
CCN(CC(=O)NCc1cccs1)S(=O)(=O)c1ccc([N+](=O)[O-])cc1	5	-3	0	4	6	8	0	2	5
O=C(COC(=O)CN1C(=O)c2ccccc2C1=O)NC1CCCC1	1	-4	-5	6	2	1	-2	-1	0
O=C(c1ccc2nc(Cc3cccc(Cl)c3)oc2c1)N1CCC(CO)CC1	10	2	39	4	5	6	0	14	0
CC(C)(C)c1ccc(C(=O)N2CCN(Cc3ccccc3)CC2)cc1	4	0	-10	0	9	0	2	1	-2
NNC(=O)COc1ccc(F)cc1	1	1	0	2	4	1	-2	1	-3
O=c1c2cc(N3CCOCC3)ccc2[nH]c(=S)n1CCCN1CCCCCC1	1	2	42	7	-8	-2	-8	1	0
O=c1cc(CSc2ccccn2)[nH]c(=O)[nH]1	-1	1	-6	1	14	3	-1	-2	-2
Cc1cc(C2=CC(C)(c3cc(C)oc3C)Nc3nc(C(F)(F)F)nn32)c(C)o1 (configuration not stated)	·	·	24	·	3	3	-1	3	3
Cc1nc(-c2ccc(S(=O)(=O)N3CCN(Cc4ccccc4)CC3)s2)cs1	5	-2	-12	4	4	-2	3	-2	-3
CCOc1ccc(NC(=O)CCN2CCN(S(=O)(=O)c3ccc(OC)cc3)CC2)cc1	0	-3	5	-1	5	-1	0	-7	-1
Cn1c(=O)n(C)c2cc(N3CCCCC3)c(NC(=O)c3ccccc3)cc21	-2	-7	8	-6	-6	7	-3	8	-1
CC1CCN(C(=S)NC2CC3CCC2C3)CC1 (configuration not stated)	0	-2	0	3	-2	6	1	3	1
Next section
SMILES	PAFAH1B3 inh	PAFAH2 inh	PREPL inhibitor	PAFAH1B2 inh	GSTO1 inh	pPAFAH FP inh	PAD4 FP inh	LYPLA2 counter	LYPLA1 counter
Cc1cc2c(cc1C)NC(=O)CC(C(F)(F)C(F)(F)C(F)(F)F)=N2	5	-7	-8	5	-2	6	-1	0	-4
Nc1nc(NCc2ccco2)nc(N2CCOCC2)c1[N+](=O)[O-]	10	6	5	-4	0	-1	2	6	2
CN(Cc1cccs1)C(=O)CCc1ccc(S(=O)(=O)N2CCOCC2)cc1	0	-5	-8	7	0	0	-5	2	-2
COC(=O)c1ccc(NC(=O)C23CC4CC(C2)CC(n2cncn2)(C4)C3)cc1	2	-6	8	-4	1	-1	1	-1	-2
COCCn1c(-c2ccccc2)nc2ccccc21	0	-8	0	-5	-1	5	0	1	-2
COC(=O)c1ccc(N2CCCCC2)c(NC(=O)c2ccco2)c1	-1	9	-5	3	2	3	4	-3	-1
Cc1cc(C(=O)O)c(CCCN)s1	0	1	-3	-5	7	-2	-8	1	1
COc1ccc2[nH]c3c(c2c1)CCN1C(=O)C(CC(=O)NCCN2CCOCC2)C[C@H](C(=O)N(C(C)C)C(C)C)[C@@]31C (some centres not stated)	1	-2	·	0	·	3	0	·	·
O=C(CCSCCc1ccccn1)Nc1ccc(Br)cc1F	0	3	-25	-1	-1	-2	1	-7	-3
COc1ccc(NC(C)=O)cc1NC(C)C(=O)Nc1ccccc1F (configuration not stated)	2	-7	2	2	5	3	-3	-2	-2
CCCn1nc(NC(=O)c2ccco2)c2cc3ccccc3nc21	5	-11	1	-7	1	1	-2	-5	-3
CC/C(=N\NC(=O)CSc1ncccn1)c1ccc2c(c1)OCCO2	0	1	4	2	-2	1	-3	2	0
COc1ccc(CN=C2NN=C(c3cccc(OC)c3)CS2)cc1	3	5	7	6	13	-1	0	-2	-5
COc1ccc(C2(CNC(=O)c3cccs3)CCOCC2)cc1	7	3	13	-1	-2	2	-4	5	4
NS(=O)(=O)c1ccc(NC(=O)COC(=O)COc2ccc(Br)cc2)cc1	5	6	-4	8	6	9	-1	-2	-2
CO[C@H]1O[C@@H]2O[C@@]3(C)CC[C@H]4[C@H](C)CC[C@@H]([C@H]1C)[C@@]24OO3	·	·	0	·	8	-1	2	4	-1
CCN(CC)C(=O)c1ccc2c(=O)n(CCOC)c(=S)[nH]c2c1	5	4	9	10	2	2	-8	0	3
N#Cc1ccc(NC(=O)CN2CCN(c3ccccn3)CC2)cc1	7	0	5	-2	-3	7	3	-6	2
Cc1cc(-c2nc(-c3ccc(C(C)(C)C)cc3)no2)no1	4	-5	-1	-3	-2	-4	-1	4	3
Fc1ccc2cnc(-c3ccccc3F)cc2c1	8	-11	11	0	·	6	-4	·	·
Cc1n[nH]c(C)c1CCCCOc1ccccc1	4	0	-9	10	-12	1	-3	4	0
Cc1ccn2cc(C(=O)NC3CCN(Cc4ccccc4)CC3)nc2c1	7	1	12	1	-3	-1	0	2	3
CCN=c1scc(-c2ccco2)n1/N=C/c1ccc(O)cc1	11	3	15	4	-2	2	-1	-4	-2
CC(CCc1ccccc1)NC(=O)C1CCN(c2nnc(-n3cccc3)s2)CC1 (configuration not stated)	-2	-5	1	-1	5	1	3	3	-2
